# ATXN2 expr inh – Primary qHTS for Inhibitors of ATXN expression. HEK-293 ATXN2-luciferase reporter, luminescence, 24 h. Potency, µM (series often up to 57 µM), inactives show at the top dose activity change, negative = inhibition, actives largely listed as inhibitors. hit rate 0.72% among 360,000. AID 1745845, 2022; note: potency is the fitted concentration of half-maximal effect; % is set by controls: 0 for no effect and ±100 for the full control effect; nearly all actives have a fitted effect of over 55% in size
#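 qHTS (up to 57 uM final) was run with 24 h compound exposure of reporter cells at 37 °C. Each well was multiplexed: SteadyGlo luminescence measured ATXN2-luciferase expression after a fluorogenic Gly-Phe-AFC viability readout (25 uM final).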
# HT1080 IDH1KD tx – qHTS for induction of synthetic lethality in tumor cells producing 2HG: qHTS for the HT-1080-IDH1KD cell line; HT-1080 IDH1 knockdown viability, ATP luminescence, 48 h; Potency, µM (titrated, usually from 46.1 µM), without a hit: at the top dose activity, negative = toxicity, actives largely listed as cytotoxic; hit rate 2% among 360,000; AID 686971, 2013;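 note: potency is the fitted concentration of half-maximal effect; 0% = DMSO wells and -100% = cell-free medium wells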
#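 Viability of IDH1-knockdown HT-1080 fibrosarcoma cells was assessed by CellTiter-Glo after 48 h at 37 °C with titrated compound; concentration-effect curves were classified by fit quality and response size.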
# KB-3-1 cytotox – qHTS assay for MDR1-selective chemotherapeutics: Primary screen using the parental adenocarcinoma cell KB-3-1 | KB-3-1 viability, CellTiter-Glo ATP luminescence, 72 h | Potency, µM (top dose mostly 46.1 µM), for inactives: at the top dose activity change, negative = cytotoxic, actives largely listed as cytotoxic | hit rate 1.4% among 400,000 | AID 1347075, 2019; note: potency is the fitted concentration of half-maximal effect; % is set by controls: 0 for no effect and ±100 for the full control effect; nearly all actives have a fitted effect of over 60% in size
#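 Multi-concentration cytotoxicity screen in KB-3-1 cells grown in DMEM lacking phenol red with 10% FBS. After 72 h at 37 °C with compound, ATP-dependent luminescence was recorded.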
# MCF10A rereplic – A quantitative high throughput screen for small molecules that induce DNA re-replication in MCF 10a normal breast cells. MCF 10A DNA re-replication, Hoechst nuclear intensity, 48 h. Potency, µM (series often up to 46.1 µM), for inactives: at the top dose activity, positive = re-replication, hits mostly activators. hit rate 2.9% among 350,000. AID 624296, 2012; note: potency is the fitted concentration of half-maximal effect; % of control where 0% means no effect; nearly all actives have a fitted effect of over 50% in size
# WRN helicase inh – qHTS for Inhibitors of WRN Helicase | WRN helicase unwinding, fluorescent forked duplex, kinetic | Potency, µM (titrated, usually from 114 µM), for inactives: at the top dose activity change, negative = inhibition, actives largely listed as inhibitors | Bifunctional 3'-5' exonuclease/ATP-dependent helicase WRN (Homo sapiens), Q14191 | hit rate 0.46% among 360,000; note: potency is the fitted concentration of half-maximal effect; % is set by controls: 0 for no effect and ±100 for the full control effect; nearly all actives have a fitted effect of over 55% in size
# Target sequence (Q14191 whole entry, looked up): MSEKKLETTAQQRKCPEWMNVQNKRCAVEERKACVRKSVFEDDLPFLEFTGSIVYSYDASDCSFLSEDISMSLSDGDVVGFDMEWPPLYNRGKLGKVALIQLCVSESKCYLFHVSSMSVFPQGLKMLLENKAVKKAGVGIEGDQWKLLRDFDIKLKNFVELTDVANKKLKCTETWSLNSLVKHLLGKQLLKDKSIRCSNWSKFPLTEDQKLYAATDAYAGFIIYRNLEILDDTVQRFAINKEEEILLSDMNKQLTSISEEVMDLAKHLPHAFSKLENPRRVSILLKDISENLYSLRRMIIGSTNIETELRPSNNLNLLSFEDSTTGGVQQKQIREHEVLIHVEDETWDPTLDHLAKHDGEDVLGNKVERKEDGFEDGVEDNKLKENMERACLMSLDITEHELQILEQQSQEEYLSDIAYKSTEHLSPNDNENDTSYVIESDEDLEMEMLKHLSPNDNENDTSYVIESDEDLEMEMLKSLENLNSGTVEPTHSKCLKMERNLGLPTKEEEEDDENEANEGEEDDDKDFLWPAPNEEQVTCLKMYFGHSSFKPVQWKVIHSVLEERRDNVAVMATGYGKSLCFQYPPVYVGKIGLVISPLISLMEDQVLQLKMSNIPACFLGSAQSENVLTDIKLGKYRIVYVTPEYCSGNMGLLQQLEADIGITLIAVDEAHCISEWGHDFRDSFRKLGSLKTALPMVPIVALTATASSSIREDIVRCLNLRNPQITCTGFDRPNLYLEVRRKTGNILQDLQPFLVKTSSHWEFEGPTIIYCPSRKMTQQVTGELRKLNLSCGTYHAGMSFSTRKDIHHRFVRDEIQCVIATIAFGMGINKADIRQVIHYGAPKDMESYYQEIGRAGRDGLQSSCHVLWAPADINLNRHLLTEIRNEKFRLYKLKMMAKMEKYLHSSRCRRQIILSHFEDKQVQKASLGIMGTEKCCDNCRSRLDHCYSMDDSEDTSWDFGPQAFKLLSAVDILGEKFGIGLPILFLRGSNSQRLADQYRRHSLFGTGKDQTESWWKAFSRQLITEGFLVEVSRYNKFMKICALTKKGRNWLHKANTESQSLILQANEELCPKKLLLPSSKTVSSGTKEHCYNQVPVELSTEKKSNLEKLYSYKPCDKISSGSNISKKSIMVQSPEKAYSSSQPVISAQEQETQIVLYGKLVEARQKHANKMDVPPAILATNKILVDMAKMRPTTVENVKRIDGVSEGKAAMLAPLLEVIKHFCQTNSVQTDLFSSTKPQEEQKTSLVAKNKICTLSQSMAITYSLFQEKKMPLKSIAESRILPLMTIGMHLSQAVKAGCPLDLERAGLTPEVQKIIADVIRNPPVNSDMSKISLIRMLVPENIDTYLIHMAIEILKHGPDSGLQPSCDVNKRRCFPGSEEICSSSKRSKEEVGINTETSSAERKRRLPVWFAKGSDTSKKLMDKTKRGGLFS
#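 Screening of the MLSMR collection measured strand separation of a quenched forked DNA duplex (100 nM) by 20 nM WRN with 2 mM ATP, all final. Compounds were preincubated with enzyme 15 min at room temperature.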
# SW480 rereplic – A quantitative high throughput screen for small molecules that induce DNA re-replication in SW480 colon adenocarcinoma cells. SW480 DNA re-replication, Hoechst DNA content imaging, 48 h. Potency, µM (highest dose often 46.1 µM), without a hit: top-dose re-replication activation, usual class: activators. hit rate 1.8% among 340,000. AID 624297, 2012; note: potency is the fitted concentration of half-maximal effect; % of control where 0% means no effect; nearly all actives have a fitted effect of over 55% in size
#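 Cells (250 per well) received 23 nL compound or DMSO by pin tool and were kept 48 hr at 37 C, 5% CO2. Nuclei were then stained with Hoechst for 40 min and scanned for DNA content.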
# KB-V1 MDR tox – qHTS assay for MDR1-selective chemotherapeutics: Primary screen using the drug-selected MDR subline cells KB-V1 | KB-V1 MDR cells viability, CellTiter-Glo, 72 h | Potency, µM (titrated, usually from 46.1 µM), inactives show at the highest dose activity change, negative = cytotoxicity, most hits filed as cytotoxic | hit rate 3.4% among 400,000; note: potency is the fitted concentration of half-maximal effect; % is set by controls: 0 for no effect and ±100 for the full control effect; nearly all actives have a fitted effect of over 60% in size
#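 Following 72 h at 37 degrees C with compound, KB-V1 cell viability was read by CellTiter-Glo luminescence, medium being phenol-red-free DMEM plus 10% FBS; concentration-response parameters came from normalized, curve-fitted qHTS data.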
# HT1080-NT tox – qHTS for induction of synthetic lethality in tumor cells producing 2HG: qHTS for the HT-1080-NT fibrosarcoma cell line | HT-1080-NT fibrosarcoma viability, CellTiter-Glo ATP luminescence, 48 h | Potency, µM (series often up to 46.1 µM), inactives show at the highest dose activity, negative = less viability, hits mostly cytotoxic | hit rate 1.6% among 360,000;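 note: NT is the 2HG producing partner of a matched IDH1 knockdown line; potency is the fitted concentration of half-maximal effect; 0% = DMSO-treated cells and -100% = media-only wells without cells; nearly all actives have a fitted effect of over 55% in size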
#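 Luminescent CellTiter-Glo readout after 48 hours of compound exposure at 37 degrees C defined viability of HT-1080-NT cells. Activity was normalized to DMSO wells and cell-free media wells; concentration-response curves were fitted and assigned curve classes.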
# IL1B secr inh – qHTS for Inhibitors of Inflammasome Signaling: IL-1-beta AlphaLISA Primary Screen; THP-1 LPS/ATP IL-1B secretion, AlphaLISA, 16 h; stronger effect = lower value; activity change, % at 57.5 µM; hit rate 4.7% among 360,000; in the data active = activity change below about -50%; inconclusive = mostly about -30% to -49%; note: % is set by controls: 0 for no effect and ±100 for the full control effect
#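 Secreted IL-1B measured by AlphaLISA bead assay after 16 h compound exposure of THP-1 cells; compounds (final up to 57.5 uM) added 1 h before LPS (250 ng/mL) and ATP (1.25 mM) stimulation; lower signal means less secretion.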
# * marks the source's active call; other numbers are inactive results; u = inconclusive; x = not tested or not shown; [ ] = remark or other dose. Unless noted, calls come from the whole dose curve; as a rule, active = well fitted curve in the direction sought with a large enough effect; inconclusive = small, poorly fitted or top-dose-only effect, or another doubt; inactive = no such curve, though single readings can be large; an effect the other way counts as inactive or inconclusive.
nr	SMILES	ATXN2 expr inh	HT1080 IDH1KD tx	KB-3-1 cytotox	MCF10A rereplic	WRN helicase inh
1	C=CCNC(=S)NCc1ccc(CNC(=S)NCC=C)cc1	-19%	1%	-9%	13%	6%
2	CN(C)C(=O)CCC(=O)N(C)CC1CCCN(CCc2ccc(F)cc2)C1 (centres undefined)	-2%	1%	13%	-6%	-1%
3	CCCCC1=CC2=CC(=O)C(C)(OC(=O)CCc3ccccc3)C(=O)C2=CO1 (centres undefined)	-4%	-1%	0%	30%	u
4	Cc1nc2ccc(NC(=O)c3ccc([N+](=O)[O-])cc3[N+](=O)[O-])cc2s1	10%	-8%	11%	-1%	0%
5	CCn1c(=O)n(CC(=O)N2CC(C)CC(C)C2)c(=O)c2ccccc21 (centres undefined)	-3%	-18%	2%	-5%	-4%
6	CC(=O)c1ccc(NS(=O)(=O)Cc2ccccc2)cc1	11%	7%	-3%	u	-14%
7	Cc1cc2ccccc2c(=O)n1CC(=O)NCC(=O)N1CCN(c2ccccc2F)CC1	-15%	3%	-11%	1%	-2%
8	CN(C)c1ccc(CCc2ccc(N)cc2)cc1	u	-2%	-2%	9%	3%
9	FC(F)(F)c1cnc(-c2cnc(-c3ccncc3)nc2)c(Cl)c1	91%[activator]	1%	6%	-2%	-2%
10	Cc1ccc(C(=O)Nc2cc3c(oc2=O)CCCC3=O)cc1	27%	27%	-5%	-182%[0.0737 µM]	2%
11	O=C1C2CC=C(Cl)CC2C(=O)N1CC1OCCc2ccccc21 (centres undefined)	-14%	6%	13%	u	3%
12	CCCn1nc(C(=O)Nc2ccc3nc(N4CCOCC4)sc3c2)ccc1=O	-25%	u	-26%	15%	-2%

nr	SW480 rereplic	KB-V1 MDR tox	HT1080-NT tox	IL1B secr inh
1	-13%	-17%	-3%	8
2	-36%	20%	6%	u
3	-47%[inhibitor]	-6%	5%	0
4	-2%	u	0%	22
5	-5%	u	4%[9.24 µM]	0
6	u	11%	4%	0
7	-10%	u	-1%	-11
8	2%	-5%	4%	-5
9	-10%	u	20%	0
10	-12%	u	1%	2
11	2%	-15%	10%	u
12	-4%	u	u	17

# The list continues.
nr	SMILES	ATXN2 expr inh	HT1080 IDH1KD tx	KB-3-1 cytotox	MCF10A rereplic	WRN helicase inh
13	COc1ccc(C(=O)Nc2ccc(NC(=O)c3cccc(F)c3)cn2)cc1	-15%	-3%	-15%	u	-35%
14	CS(=O)(=O)Nc1cccc(C2=NN(C(=O)c3ccco3)C(c3ccco3)C2)c1 (centres undefined)	-9%	-26%	u	u	-35%
15	O=C(NCCCN1CCCC1=O)c1cc2c(s1)CCCCC2	45%[activator]	0%	14%	1%	0%
16	CN(CCc1ccccn1)C(=O)CCC1CCCN(C(=O)c2c(F)ccc(F)c2F)C1 (centres undefined)	-1%	1%	x	-3%	-23%
17	Cc1ccc(NC(=O)Cn2cc(C(F)(F)F)cc(Cl)c2=O)cc1S(=O)(=O)N1CCCCC1	-12%	-17%	u	5%	-5%
18	CC(O)(c1ccc(F)c(F)c1)c1nc(-c2ccccc2)cs1 (centres undefined)	-20%	u	0%	x	-4%
19	Cc1c(N(C(=O)Cc2cccs2)C2(C(=O)NC3CCCC3)CCCCC2)c(=O)n(-c2ccccc2)n1C	-18%	u	3%	-3%	5%
20	COc1ccc(S(=O)(=O)NCc2csc(C)n2)cc1	1%	11%	6%	-2%	-2%
21	CCC(C)[C@H]1CNCCN1CCc1cccc2ccccc12 (some centres undefined)	-16%	0%	u	58%	-5%
22	CC(NC(=O)CSc1nc2ccccc2n1C)c1ccccc1 (centres undefined)	21%	23%	20%	1%	4%
23	COCCN(C(=O)COc1ccccc1C#N)c1c(N)n(Cc2ccccc2)c(=O)[nH]c1=O	3%	10%	16%	-20%	2%
24	Cc1cc(=O)[nH]c(SCC(=O)Nc2cccc(S(=O)(=O)N3CCOCC3)c2)n1	10%	4%	x	u	-20%

nr	SW480 rereplic	KB-V1 MDR tox	HT1080-NT tox	IL1B secr inh
13	-51%[inhibitor]	-19%	1%	8
14	u	-14%	-1%	-5
15	1%	1%	4%	11
16	-10%	x	0%	4
17	u	-28%	-13%	0
18	x	4%	u	-10
19	-1%	5%	11%	-5
20	-9%	19%	14%	7
21	10%	-10%	-28%	-7
22	-12%	0%	13%	17
23	-38%[inhibitor]	10%	7%	-9
24	-4%	x	2%	-10

# (more compounds)
nr	SMILES	ATXN2 expr inh	HT1080 IDH1KD tx	KB-3-1 cytotox	MCF10A rereplic	WRN helicase inh
25	CC1(OC(=O)C2CCCC2)C(=O)C=C2C=C3CCCCN3C=C2C1=O (centres undefined)	1%	2%	1%	15%	6%
26	O=C(COc1ccc(Cl)cc1)Nc1cc2c3c(c1)CC(=O)N3CCC2	5%	-1%	-1%	1%	-18%
27	CCOc1ccc(NC(=O)CN2CCN(CC(=O)Nc3cccc(F)c3)CC2)cc1	2%	-1%	1%	7%	5%
28	Cc1ccccc1OCc1nnc2n1CC(C)S2 (centres undefined)	5%	6%	3%	-1%	4%
29	COc1ccc(-c2cc(C(=O)N3CCCCCC3)c3ccccc3n2)cc1OC	x	1%	0%	x	-7%
30	CCOC(=O)C1CCN(S(=O)(=O)c2cccc(-c3cn4cccc(C)c4n3)c2)CC1	-16%	-14%	3%	u	-6%
31	OCC(CO)(CO)N=Cc1cc(Br)ccc1O	-1%	-18%	-2%	3%	-12%
32	CCOc1ccc(-c2cn(-c3ccc(OC)cc3)c(SC)n2)cc1	62%[activator]	-19%	5%	2%	-4%
33	COC(=O)CSc1nc2c(c(=O)n(C)c(=O)n2C)n1CCCc1ccccc1	-3%	12%	-28%	2%	-11%
34	CC1(c2ccc3noc(-c4ccccc4)c3c2)OCCO1	0%	3%	-26%	-2%	-6%
35	O=C(c1ccc(F)cc1)c1ccc(N2CCCCC2)cc1	67%[activator]	12%	7%	3%	-5%
36	CC(=O)NCCN1C(=O)S/C(=C\c2cccs2)C1=O	-1%	23%	u	0%	5%

nr	SW480 rereplic	KB-V1 MDR tox	HT1080-NT tox	IL1B secr inh
25	-31%[inhibitor]	2%	0%	7
26	-4%	-6%	-4%	15
27	-4%	-12%	-11%	14
28	-17%	-5%	6%	10
29	x	3%	-1%	u
30	3%	0%	-12%	25
31	2%	-1%	3%	20
32	0%	u	-1%	u
33	-3%	u	11%	15
34	0%	-2%	6%	u
35	0%	7%	22%	-8
36	-13%	0%	6%	-14

# Going on with the list:
nr	SMILES	ATXN2 expr inh	HT1080 IDH1KD tx	KB-3-1 cytotox	MCF10A rereplic	WRN helicase inh
37	Cc1ccc(NC(=O)CN(C)C(=O)Cn2c(=O)oc3ccccc32)cc1	0%	-5%	11%	15%	u
38	Cc1ccc(C(=O)N2C(CC(=O)Nc3ccc(Cl)cc3)C(=O)NC3CCCCC32)cc1 (centres undefined)	-15%	5.2µM*	u	29%	2%
39	C=CCN(CC=C)C(=S)NC(=O)c1ccc(C)c(Br)c1	u	-30%	u	u	-10%
40	O=C(NC(Nc1nc2ccc([N+](=O)[O-])cc2s1)(C(F)(F)F)C(F)(F)F)c1cccnc1	u	13µM*	12µM*	28%	-4%
41	COc1ccc(OC)c(S(=O)(=O)N2CCCC(C(=O)N3CCCCCC3)C2)c1 (centres undefined)	-4%	9%	2%	6%	1%
42	CCCCn1c(N)c(N(CC(C)C)C(=O)c2c(CC)noc2C)c(=O)[nH]c1=O	1%	1%	-1%	9%	-12%
43	COC(=O)c1cc(NC(=O)CN2CCc3cc4c(cc3C2)OCCCO4)cc(C(=O)OC)c1	5%	9%	0%	12%	3%
44	C/C(=N/NC(=O)c1ccc(Cl)s1)c1ccc(NC(=O)COc2ccc(Cl)cc2)cc1	u	14%	u	u	6%
45	COc1cccc(C(=O)N2CCN(Cc3ccc(OC)cc3OC)CC2)c1	-4%	9%	1%	-5%	-2%

nr	SW480 rereplic	KB-V1 MDR tox	HT1080-NT tox	IL1B secr inh
37	1%	4%	-8%	-7
38	23µM*	u	5.8µM*	-26
39	18%	u	-2%	13
40	12%	u	9.2µM*	-70*
41	3%	-9%	-1%	15
42	9%	1%	-1%	-1
43	2%	5%	11%	19
44	u	u	12%	30
45	-2%	14%	-8%	-17

# Random excerpt: 4 records from the list, in no set order.
nr	SMILES	ATXN2 expr inh	HT1080 IDH1KD tx	KB-3-1 cytotox	MCF10A rereplic	WRN helicase inh
38	Cc1ccc(C(=O)N2C(CC(=O)Nc3ccc(Cl)cc3)C(=O)NC3CCCCC32)cc1 (centres undefined)	-15%	5.2µM*	u	29%	2%
41	COc1ccc(OC)c(S(=O)(=O)N2CCCC(C(=O)N3CCCCCC3)C2)c1 (centres undefined)	-4%	9%	2%	6%	1%
37	Cc1ccc(NC(=O)CN(C)C(=O)Cn2c(=O)oc3ccccc32)cc1	0%	-5%	11%	15%	u
44	C/C(=N/NC(=O)c1ccc(Cl)s1)c1ccc(NC(=O)COc2ccc(Cl)cc2)cc1	u	14%	u	u	6%

nr	SW480 rereplic	KB-V1 MDR tox	HT1080-NT tox	IL1B secr inh
38	23µM*	u	5.8µM*	-26
41	3%	-9%	-1%	15
37	1%	4%	-8%	-7
44	u	u	12%	30
